Screening data (PubChem)
PI5P4K alpha inh: blocks human PI5P4K alpha kinase activity. P48426. max response, %. actives 1.2% (n = 330,000). PI5P4Kalpha enzyme, ADP-Glo luminescence, 60 min; hits give low values. AID 652105; active = max response of -50% or lower; inconclusive = between -30% and -50%; inactive = -30% or higher; also: value at the top dose of about 77 µM; % is scaled to controls: 0 for no effect and ±100 for the full control effect
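ADP-Glo luminescence end-point after a 60 min room-temperature kinase reaction. PI5P4Kalpha and substrate in HEPES pH 7.4 buffer with EGTA, 0.1% CHAPS and 5% DMSO; ATP at 5 microM final.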
DRD3 agonist: agonists of human D3 dopamine receptor; P35462; D3R DiscoveRx beta-arrestin cells, luminescence, 90 min; max activation, %; actives 0.58% (n = 410,000); AID 652048; in the data active = max activation above about 30%; also: 0% is about no effect; mostly tested at two doses, the higher about 12 µM
Target sequence (P35462 whole entry, looked up): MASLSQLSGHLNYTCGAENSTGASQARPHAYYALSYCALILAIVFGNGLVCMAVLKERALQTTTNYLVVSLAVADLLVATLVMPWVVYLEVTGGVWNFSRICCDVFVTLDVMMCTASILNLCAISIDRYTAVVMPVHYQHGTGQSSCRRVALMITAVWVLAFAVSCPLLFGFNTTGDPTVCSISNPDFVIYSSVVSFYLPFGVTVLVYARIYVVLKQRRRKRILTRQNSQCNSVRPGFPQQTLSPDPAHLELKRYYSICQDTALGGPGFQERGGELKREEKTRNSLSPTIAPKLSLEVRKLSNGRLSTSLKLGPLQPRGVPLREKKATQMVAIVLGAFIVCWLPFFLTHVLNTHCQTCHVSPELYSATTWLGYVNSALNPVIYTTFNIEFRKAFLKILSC
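Cells at 1500/well, incubated overnight, then treated with pinned compounds (dopamine as control) for 90 min at 37 degrees C. DiscoveRx reagent added for 30 - 60 minutes at room temperature; luminescence read.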
WRN inhibitor: blocks human WRN helicase; Q14191; WRN helicase unwinding, fluorescent forked duplex, kinetic; Potency, µM (highest dose often 114 µM), for the others: at the top dose activity change, negative = inhibition, usual class: inhibitors; actives 0.46% (n = 360,000); AID 651768; also: potency is read from the fitted curve at half-maximal effect; % is scaled to controls: 0 for no effect and ±100 for the full control effect; nearly all actives have a fitted effect of over 55% in size
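Screening of the MLSMR collection measured strand separation of a quenched forked DNA duplex (100 nM) by 20 nM WRN with 2 mM ATP, all final. Compounds were preincubated with enzyme 15 min at room temperature.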
GLP-1R inv ag: acts as inverse agonist at human GLP-1 receptor | HEK293 GLP-1R CRE-luciferase, luminescence, 24 h; GLP-1R form is constitutively active | P43220 | Potency, µM (highest dose often 38.3 µM), for the others: at the top dose activity change, negative = inhibition, most hits filed as inhibitors | actives 1.6% (n = 410,000); also: potency is read from the fitted curve at half-maximal effect; % is scaled to controls: 0 for no effect and ±100 for the full control effect; nearly all actives have a fitted effect of over 55% in size
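Luminescence readout: a drop in cAMP-driven luciferase signal flags inverse agonism at a constitutively active GLP-1R stably expressed in HEK293. Compound exposure lasted 24 hr at 37 deg C, 5% CO2.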
IL2 activator: activators of IL-2 | actives 0.065% (n = 360,000) | activation, % (series mostly up to about 46 µM) | IL-2 activation reporter assay, cell-based qHTS; stimulated with anti-CD3/CD4/CD28 beads; in transgenic mouse T cells; in the data active = activation above about 50%; inconclusive = mostly about 30% to 49%; also: 0% is about no effect
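EGFP and DsRed fluorescence is measured by plate cytometry in unstimulated transgenic mouse T cells exposed to compound for 60 minutes, then stimulated 18 hours at 37 degrees C with anti-CD3/anti-CD4 beads plus anti-CD28.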
GLP-1R agonist: agonists of human GLP-1 receptor; HEK293 GLP-1R CRE-luciferase, luminescence, 4-6 h; cells express a hypersensitive GLP-1R form; actives 0.007% (n = 380,000); AID 624172; Potency, µM (doses to about 45.6 µM), for inactives: at the top dose activation, usual class: activators; P43220; also: potency is read from the fitted curve at half-maximal effect; % of control where 0% means no effect
D3 antag: blocks the human D3 dopamine receptor. D3R cells, DiscoveRx beta-arrestin luminescence, antagonist mode; hits give low values. max response, negative = inhibition, %. actives 2.5% (n = 360,000). AID 652054; in the data active = max response below about -50%; inconclusive = no clear call, values can overlap the other calls; also: % is scaled to controls: 0 for no effect and ±100 for the full control effect; mostly tested at two doses, the higher about 12 µM
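Cells plated overnight at 1500 cells/well, then exposed to library compounds with dopamine controls for 90 minutes at 37 degrees C. DiscoveRx reagent added for 30–60 minutes at room temperature; luminescence read, quantitative HTS format.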
HEK293 tox: cytotoxic in the GLP-1 receptor inverse agonist counter-screen | HEK293 cAMP-luciferase reporter cells, luminescence, 24 h | Potency, µM (top dose mostly 38.3 µM), for inactives: at the top dose activity change, negative = inhibition, most hits filed as inhibitors | actives 0.13% (n = 410,000);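 also: loss of luciferase light is scored as toxicity; potency is read from the fitted curve at half-maximal effect; % is scaled to controls: 0 for no effect and ±100 for the full control effect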
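MLSMR compounds, 24 hr on cells at 37 deg C/5% CO2; luminescence after luciferase reagent (12 min RT). Inhibition counted as the undesired cytotoxic outcome.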
PLK1 PBD inh: PLK1 (human) polo-box domain binding inhibition; P53350; Plk1 PBD binding of FITC phosphopeptide, fluorescence polarization; Potency, µM, without a hit: max response, negative = inhibition, most hits filed as inhibitors; actives 2.8% (n = 360,000); AID 720504; also: potency is read from the fitted curve at half-maximal effect; series mostly up to about 57 µM; % is scaled to controls: 0 for no effect and ±100 for the full control effect; nearly all actives have a fitted effect of over 65% in size
Target sequence (P53350 whole entry, looked up, the tested form may be a part): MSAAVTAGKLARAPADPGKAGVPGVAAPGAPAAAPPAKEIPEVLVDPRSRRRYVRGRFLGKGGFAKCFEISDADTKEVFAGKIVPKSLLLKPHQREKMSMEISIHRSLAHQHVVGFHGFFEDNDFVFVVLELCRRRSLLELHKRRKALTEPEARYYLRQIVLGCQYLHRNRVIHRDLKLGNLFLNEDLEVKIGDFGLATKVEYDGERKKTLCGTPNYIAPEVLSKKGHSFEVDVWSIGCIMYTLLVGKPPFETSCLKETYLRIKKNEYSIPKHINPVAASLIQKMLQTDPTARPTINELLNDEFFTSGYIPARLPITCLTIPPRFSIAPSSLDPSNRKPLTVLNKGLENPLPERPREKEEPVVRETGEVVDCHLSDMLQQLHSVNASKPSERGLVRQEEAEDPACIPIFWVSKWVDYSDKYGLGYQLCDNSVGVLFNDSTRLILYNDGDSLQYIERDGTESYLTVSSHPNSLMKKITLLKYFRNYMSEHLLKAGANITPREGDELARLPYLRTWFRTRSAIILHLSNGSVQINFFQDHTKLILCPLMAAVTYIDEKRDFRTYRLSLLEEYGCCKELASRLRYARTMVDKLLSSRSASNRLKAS
Starred values were filed as active, the others as inactive; u = inconclusive; x = not tested or not shown; [ ] = dose if it differs, or a comment. Unless noted, calls follow the shape of the dose curve; as a rule, active = well fitted curve in the direction sought with a large enough effect; inconclusive = small, poorly fitted or top-dose-only effect, or another doubt; inactive = no such curve, though single readings can be large; an effect the other way counts as inactive or inconclusive. Rows were taken by chance. Share with any hit: about 7.8%.

SMILES | PI5P4K alpha inh | DRD3 agonist | WRN inhibitor | GLP-1R inv ag | IL2 activator | GLP-1R agonist | D3 antag | HEK293 tox | PLK1 PBD inh
CCCCN(C(=O)C1CC(=O)N(c2ccc3c(c2)OCCO3)C1)c1c(N)n(CC(C)C)c(=O)[nH]c1=O (configuration not stated) | -1 | -23 | 0% | -11% | 1.9 | 2% | -16 | 9% | -7%
COc1ccc(CN2CCN(C(=O)c3cccs3)CC2)c(OC)c1OC | 2 | -13 | -11% | -2% | -0.3 | 6% | -86* | 19% | -14%
COCCN(CCOC)C(=O)CN1C(=O)NC2(CCCc3sccc32)C1=O (configuration not stated) | -11 | 4 | -22% | -9% | -1.1 | 0% | 1 | 10% | -2%
O=C(CCC(=O)N(CC(=O)NC1CCCCC1)c1ccccc1F)Nc1nccs1 | 5 | -8 | -6% | 15% | -1.3 | 2% | -6 | -9% | -10%
COc1cc(-c2nc3c[n+](CC(=O)c4ccccc4)ccc3n2C)cc(OC)c1OC | 6 | 4 | 4% | 0% | -2.4 | -3% | 9 | 5% | -13%
CCCc1cc(=O)[nH]c(SCC(=O)Nc2sc3c(c2C#N)CCCC3)n1 | -6 | -2 | 4% | -21% | -2.3 | 0% | -4 | -1% | u
O=C(Nc1cccc(S(=O)(=O)N2CCOCC2)c1)c1cc([N+](=O)[O-])ccc1N1CCOCC1 | 8 | -10 | -5% | 9% | 1.3 | -2% | -1 | -28% | -2%
Cc1ccc(OCC(=O)N/N=C/c2cccnc2)cc1 | -2 | 1 | -3% | 10% | -2.6 | -1% | 8 | -5% | -3%
O=C(CNC(=O)c1ccccc1)N/N=C/c1cc(Br)ccc1O | 2 | -21 | -24%[57.1 µM] | u | 2.6 | -2% | -13 | 14%[1.53 µM] | 6%
N/C(=N\OC(=O)Cc1ccccc1)c1ccc([N+](=O)[O-])cc1 | 6 | 2 | -1% | 12% | -2.4 | -1% | -17 | 7% | -8%
COc1cccc(S(=O)(=O)N(C)C[C@H]2OCc3cnnn3CCCC(=O)N([C@H](C)CO)C[C@H]2C)c1 | -3 | -9 | -2% | 14% | -4.2 | 17% | -24 | 4% | -14%
COC(=O)c1cc(S(=O)(=O)Nc2c(C)cccc2C)cn1C | 0 | 2 | -3% | -33% | -1.7 | 2% | -11 | 1% | -4%
COc1ccccc1/C=C/C(=O)OCC(=O)Nc1ccccc1Sc1ccccc1 | -1 | -1 | -7% | -29% | -0.5 | 14% | 8 | 0% | 0%
Cc1nc2c(-c3ccc(F)cc3)c(C)nn2c(C)c1CCC(=O)NCCN1CCOCC1 | 8 | -1 | -12% | -17% | 2.3 | 6% | -27 | 6% | -10%
COc1ccc(CCNC(=O)c2cn(C)c3ccc(S(=O)(=O)N(C)C)cc3c2=O)cc1OC | x | -5 | x | 3% | x | -1% | x | -9% | x
Cc1cccc(CCNC(=O)C2CCN(S(=O)(=O)c3c(C)noc3C)CC2)c1 | x | 0 | 5% | 21% | -1.0 | -5% | 11 | -11% | -4%
CCN1C(=O)[C@H]2[C@@H](c3ccc(-c4ccc(F)cc4)c(OC)c3)N3CCC[C@@]3(C(=O)OC)[C@H]2C1=O | 0 | 2 | -10% | -20% | -0.1 | 1% | 6 | 5% | -12%
COc1ccc(CNS(=O)(=O)c2ccc3c(c2)N(C(C)=O)CC(C)S3)cc1 (configuration not stated) | 0 | 7 | -8% | u | -4.1 | 3% | 3 | -3% | -5%
O=C1c2ccccc2C(=O)N1c1ncn[nH]1 | 2 | 3 | -3% | 18% | -1.8 | -3% | 4 | -8% | u
Cc1ccc2c(c1)c1c(c(=O)n(Cc3ccccc3)c(=O)n1CC(=O)Nc1ccccc1F)n2C | x | 6 | x | 9% | x | 0% | x | -4% | x
CCOC(=O)c1c(C)[nH]c(C(=O)COC(=O)COc2ccc(OC)cc2)c1C | 2 | 3 | -13% | -3% | -1.5 | -2% | 0 | 16% | -1%
CN(C)c1cccc(C(=O)OCC(=O)NC2CCCC2)c1 | -9 | 2 | -2% | -11% | 0.6 | 0% | -6 | 3% | -7%
CC1CC(=O)Nc2ccccc2N1S(=O)(=O)c1ccc(Cl)cc1 (configuration not stated) | 0 | 1 | 3% | 8% | 1.7 | 6% | -6 | 1% | -10%
CN(C)c1cc2c3ccccc3n(C)c2cc1N | 4 | -7 | -16% | u | 0.8 | -1% | 0 | 13% | -19%
CN(C)C1(CNC(=O)Nc2ccccc2)CCCCC1 | 3 | -20 | -1% | u | 5.2 | 3% | -27 | 11% | 3%
CCC(C)c1ccc(S(=O)(=O)Nc2cccnc2)cc1 (configuration not stated) | 2 | -3 | 0% | 16% | 1.0 | 3% | 9 | 26% | -12%
CC(=O)Nc1ccc(S(=O)(=O)N(C)CC(=O)OC2CCCCC2=O)cc1 (configuration not stated) | -7 | 3 | 7% | 8% | -4.0 | -24% | 4 | -11% | -2%
COc1ccc(NC(C)=O)cc1CNC(=O)CN1CCOCC1 | 4 | 3 | -26% | 11% | 1.8 | -8% | -1 | -6% | -8%
COC(=O)C1(C)CCc2cc(OC)ccc2C1=O (configuration not stated) | 4 | -2 | -1% | 28% | 1.3 | 3% | 17 | 5% | -2%
O=C(C1CCN(C2CC(=O)N(c3cccc(Cl)c3)C2=O)CC1)N1CCCC1 (configuration not stated) | 1 | 4 | -26% | 4% | 1.0 | 1% | 22 | -2% | -15%
CCC1CCCCN1C(=O)COC(=O)c1cc(Br)ccc1Cl (configuration not stated) | 1 | 4 | 4% | u | -4.9 | 15% | -12 | -10% | -11%
O=S(=O)(c1ccc(N2CCN(S(=O)(=O)c3ccccc3)CC2)nc1)N1CCCC1 | 4 | 5 | -7% | 1% | -1.0 | 3% | 3 | -5% | -8%
Cc1ccc(/C=N/NC(=O)c2c[nH]c3ccccc23)o1 | x | -14 | -18% | 23% | -0.2 | -4% | 7 | -6% | -4%
CC(C)CC(=O)Nc1ccc(S(=O)(=O)Nc2nccs2)cc1 | -3 | 2 | 2% | 6% | 4.1 | -5% | 9 | 7% | 2%
Cc1ccc(CNC(=O)CN2C(C)CCCC2C)cc1 (configuration not stated) | 3 | -5 | 5% | -32% | -2.9 | 3% | -7 | 0% | -5%
Cc1ccc(C(=O)O)cc1NC(=S)NC(=O)c1ccc([N+](=O)[O-])cc1Cl | -2 | -7 | -3% | 13% | 0.1 | -6% | u | -6% | -16%
CCCn1c(O)c(N=NC(=O)c2ccco2)c2ccccc21 | -2 | 2 | -2% | 49%[activator] | 1.9 | 7% | 13 | 23% | 1%
CCOc1ncccc1C(=O)NCc1ccc(OC)c(OC)c1 | -1 | 3 | 1% | 69%[activator] | 0.1 | -3% | 5 | 6% | -6%
CCn1c(=O)n(CC(=O)N2CCN(c3ccccc3F)CC2)c(=O)c2ccccc21 | -4 | 1 | 1% | -28% | 1.4 | -1% | 27 | -15% | 1%
Cc1cccc(/C=N/NC(=O)c2ccncc2)n1 | 9 | -9 | 0% | 8% | 0.0 | -3% | u | 5% | -1%
CCOc1ccc(S(=O)(=O)NCCC(=O)NCC(c2ccc(OC)cc2)N2CCOCC2)cc1 (configuration not stated) | -1 | -4 | 7% | -8% | 2.0 | -6% | -24 | 4% | -14%
CCOCC(=O)N1CCN(c2ccccc2OC)CC1 | 7 | 3 | 4%[57.1 µM] | -2% | 1.0 | -1% | 9 | 1% | -4%
Cc1cc(C)cc(NC(=S)Nc2ccc3cn[nH]c3c2)c1 | -10 | 1 | -1% | 4% | -2.7 | 5% | -1 | -5% | -1%
O=[N+]([O-])c1ccc2nc(SCc3cn4ccccc4n3)[nH]c2c1 | 10 | 3 | -11% | 62%[activator] | 0.1 | 8% | -25 | -18% | -16%
CS(=O)(=O)N(CC(=O)NCc1ccco1)c1cccc([N+](=O)[O-])c1 | -4 | -4 | 16% | -18% | -2.9 | 1% | -5 | 8% | -6%
Cc1ccc(C)c(SCC(=O)OCC(=O)Nc2ccc(S(=O)(=O)N3CCOCC3)cc2)c1 | x | 0 | -20% | -7% | -0.3 | -1% | 13 | -22% | -7%
O=S(=O)(N/N=C/c1cccnc1)c1ccc(Cl)c(Cl)c1 | -4 | -13 | -21% | 9% | 0.1 | 5% | -24 | -8% | 13µM*
COc1ccc(CCNC(=O)CSc2nnc(Cn3c(=O)sc4ccccc43)n2C)cc1OC | x | -10 | 1% | 0% | 1.5 | 6% | -15 | 3% | -5%
Cc1c(Cc2c(Cl)cccc2Cl)c(=O)ccn1C(C)c1ccccc1 (configuration not stated) | 2 | 3 | -6% | u | 0.8 | -9% | -9 | -19% | -5%
O=C(COc1ccc2ccccc2c1)NNC(=O)Nc1ccccc1F | -11 | -8 | -32% | -24% | 0.0 | -19% | -24 | 9% | -16%

Entries of single compounds, looked up by structure.
COc1ccc(CCNC(=O)CSc2nnc(Cn3c(=O)sc4ccccc43)n2C)cc1OC as listed: PI5P4K alpha inh: x; DRD3 agonist: -10; WRN inhibitor: 1%; GLP-1R inv ag: 0%; IL2 activator: 1.5; GLP-1R agonist: 6%; D3 antag: -15; HEK293 tox: 3%; PLK1 PBD inh: -5%
CCOCC(=O)N1CCN(c2ccccc2OC)CC1 as listed: PI5P4K alpha inh: 7; DRD3 agonist: 3; WRN inhibitor: 4%[57.1 µM]; GLP-1R inv ag: -2%; IL2 activator: 1.0; GLP-1R agonist: -1%; D3 antag: 9; HEK293 tox: 1%; PLK1 PBD inh: -4%

(continued)
SMILES | PI5P4K alpha inh | DRD3 agonist | WRN inhibitor | GLP-1R inv ag | IL2 activator | GLP-1R agonist | D3 antag | HEK293 tox | PLK1 PBD inh
CCOC(=O)C1(CCOc2ccccc2)CCN(Cc2cnc(C)s2)CC1 | 5 | -24 | 0% | u | -0.5 | 13% | 2 | -13% | 3%
COc1ccc(C(=O)O)cc1S(=O)(=O)Nc1cc(Cl)ccc1N1CCOCC1 | -1 | 3 | 0% | 4% | 3.6 | -2% | 7 | -18% | 0%
CCC(=O)Nc1nnc(SCC(=O)N2c3ccccc3CC2C)s1 (configuration not stated) | -10 | -3 | 2% | 14% | 1.5 | -10% | 2 | 1% | -5%
C#CCn1c(O)c(N=NC(=O)C(O)c2ccccc2)c2ccccc21 (configuration not stated) | -3 | -9 | -7% | 64%[activator] | -0.3 | 18% | -18 | -14% | -8%
